Source: PubChem BioAssay
DRD3 agonist: qHTS of D3 Dopamine Receptor Agonist: qHTS. 410,000 compounds, 0.58% hits. AID 652048, 2013. max activation, %. D3R DiscoveRx beta-arrestin cells, luminescence, 90 min; in the data active = max activation above about 30%; note: 0% is about no effect; mostly tested at two doses, the higher about 12 µM
Target sequence (P35462 whole entry, looked up): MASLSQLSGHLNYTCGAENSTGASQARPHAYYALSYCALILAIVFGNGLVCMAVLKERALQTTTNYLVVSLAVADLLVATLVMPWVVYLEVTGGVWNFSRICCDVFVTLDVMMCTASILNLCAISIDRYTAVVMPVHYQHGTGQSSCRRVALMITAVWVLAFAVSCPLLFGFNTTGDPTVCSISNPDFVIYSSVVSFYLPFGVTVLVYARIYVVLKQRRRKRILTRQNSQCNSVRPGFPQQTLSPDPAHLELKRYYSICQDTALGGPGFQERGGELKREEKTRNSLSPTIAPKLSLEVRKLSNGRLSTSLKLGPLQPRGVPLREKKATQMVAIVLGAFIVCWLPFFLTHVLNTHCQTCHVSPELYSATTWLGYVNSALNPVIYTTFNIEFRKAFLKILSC
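Agonist mode: compounds and dopamine controls were applied to plated cells for 90 min at 37 degrees C after an overnight attachment at 1500 cells/well. Luminescent read-out followed 30 - 60 minutes at room temperature with DiscoveRx detection reagent.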
GLP1R ag: qHTS of GLP-1 Receptor Agonists. Glucagon-like peptide 1 receptor (Homo sapiens), P43220. HEK293 GLP-1R CRE-luciferase, luminescence, 4-6 h; cells express a hypersensitive GLP-1R form. Potency, µM (series often up to 45.6 µM), without a hit: top-dose activation, most hits filed as activators. 380,000 compounds, 0.007% hits; note: potency is the fitted concentration of half-maximal effect; % of control where 0% means no effect
DRD3 antagonist: qHTS of D3 Dopamine Receptor Antagonist: qHTS | 360,000 compounds, 2.5% hits | D(3) dopamine receptor (Homo sapiens), P35462 | D3R cells, DiscoveRx beta-arrestin luminescence, antagonist mode; active compounds read low | max response, negative = inhibition, %; in the data active = max response below about -50%; inconclusive = no clear call, values can overlap the other calls; note: % is set by controls: 0 for no effect and ±100 for the full control effect; mostly tested at two doses, the higher about 12 µM
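Cells plated overnight at 1500 cells/well, then exposed to library compounds with dopamine controls for 90 minutes at 37 degrees C. DiscoveRx reagent added for 30–60 minutes at room temperature; luminescence read, quantitative HTS format.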
HEK293 tox: qHTS of GLP-1 Receptor Inverse Agonists: Cytotox Screen | HEK293 cAMP-luciferase reporter cells, luminescence, 24 h | Potency, µM (titrated, usually from 38.3 µM), for the others: at the highest dose activity change, negative = inhibition, actives largely listed as inhibitors | 410,000 compounds, 0.13% hits;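 note: loss of luciferase light is scored as toxicity; potency is the fitted concentration of half-maximal effect; % is set by controls: 0 for no effect and ±100 for the full control effect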
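Luminescence readout: signal drop marks cytotoxicity. Plated cells grew 12 h at 37 °C, 5% CO2, received 23 nL compound for 24 h, then got luciferase reagent, read after 12 min at RT.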
WRN helicase inh: qHTS for Inhibitors of WRN Helicase. Potency, µM (series often up to 114 µM), for the others: at the highest dose activity change, negative = inhibition, hits mostly inhibitors. Bifunctional 3'-5' exonuclease/ATP-dependent helicase WRN (Homo sapiens), Q14191. AID 651768, 2012. WRN helicase unwinding, fluorescent forked duplex, kinetic. 360,000 compounds, 0.46% hits; note: potency is the fitted concentration of half-maximal effect; % is set by controls: 0 for no effect and ±100 for the full control effect; nearly all actives have a fitted effect of over 55% in size
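WRN at 20 nM final preincubated with compound 15 min at room temperature; reaction started with 100 nM fluorophore/quencher forked duplex oligonucleotide and 2 mM ATP final. Unwinding followed kinetically by red fluorescence (ex 525, em 598 nm).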
PI5P4K alpha inh: qHTS for Inhibitors of phosphatidylinositol 5-phosphate 4-kinase (PI5P4K). Phosphatidylinositol 5-phosphate 4-kinase type-2 alpha (Homo sapiens), P48426. PI5P4Kalpha enzyme, ADP-Glo luminescence, 60 min; active compounds read low. max response, %. 330,000 compounds, 1.2% hits; active = max response of -50% or lower; inconclusive = between -30% and -50%; inactive = -30% or higher; note: value at the top dose of about 77 µM; % is set by controls: 0 for no effect and ±100 for the full control effect
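Controls without substrate or without enzyme flank wells where PI5P4Kalpha converts substrate using 5 microM ATP (final). Incubation lasts 60 minutes at room temperature; ADP formed is read by ADP-Glo luminescence.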
PLK1 PBD inh: qHTS for Inhibitors of PLK1-PDB (polo-like kinase 1 - polo-box domain): Primary Screen. Serine/threonine-protein kinase PLK1 (Homo sapiens), P53350. Plk1 PBD binding of FITC phosphopeptide, fluorescence polarization. Potency, µM, for inactives: max response, negative = inhibition, actives largely listed as inhibitors. 360,000 compounds, 2.8% hits; note: potency is the fitted concentration of half-maximal effect; series mostly up to about 57 µM; % is set by controls: 0 for no effect and ±100 for the full control effect; nearly all actives have a fitted effect of over 65% in size
Target sequence (P53350 whole entry, looked up, the tested form may be a part): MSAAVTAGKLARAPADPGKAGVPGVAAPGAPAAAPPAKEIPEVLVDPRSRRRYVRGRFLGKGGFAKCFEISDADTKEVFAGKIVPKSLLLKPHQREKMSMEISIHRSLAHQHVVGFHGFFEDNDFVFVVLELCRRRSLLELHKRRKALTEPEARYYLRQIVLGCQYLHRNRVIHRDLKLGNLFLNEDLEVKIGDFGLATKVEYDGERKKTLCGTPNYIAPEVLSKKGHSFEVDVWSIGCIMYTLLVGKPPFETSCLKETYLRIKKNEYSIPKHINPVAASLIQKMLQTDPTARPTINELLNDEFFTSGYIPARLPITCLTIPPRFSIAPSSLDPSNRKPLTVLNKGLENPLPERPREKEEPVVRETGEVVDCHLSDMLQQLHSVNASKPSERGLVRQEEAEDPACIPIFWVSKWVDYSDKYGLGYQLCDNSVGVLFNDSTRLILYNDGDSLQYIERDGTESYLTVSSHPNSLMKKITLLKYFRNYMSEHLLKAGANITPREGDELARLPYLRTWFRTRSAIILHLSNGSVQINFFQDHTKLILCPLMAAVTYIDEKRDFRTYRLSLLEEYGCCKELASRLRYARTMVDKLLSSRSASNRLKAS
IL2 activator: qHTS of IL-2 Activators. IL-2 activation reporter assay, cell-based qHTS; stimulated with anti-CD3/CD4/CD28 beads; in transgenic mouse T cells. activation, % (series mostly up to about 46 µM). 360,000 compounds, 0.065% hits; in the data active = activation above about 50%; inconclusive = mostly about 30% to 49%; note: 0% is about no effect
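EGFP and DsRed fluorescence is measured by plate cytometry in unstimulated transgenic mouse T cells exposed to compound for 60 minutes, then stimulated 18 hours at 37 degrees C with anti-CD3/anti-CD4 beads plus anti-CD28.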
GLP-1R inv ag: qHTS of GLP-1 Receptor Inverse Agonists (Inhibition Mode); Potency, µM (series often up to 38.3 µM), without a hit: at the top dose activity change, negative = inhibition, usual class: inhibitors; HEK293 GLP-1R CRE-luciferase, luminescence, 24 h; GLP-1R form is constitutively active; 410,000 compounds, 1.6% hits; AID 624417, 2012; Glucagon-like peptide 1 receptor (Homo sapiens), P43220; note: potency is the fitted concentration of half-maximal effect; % is set by controls: 0 for no effect and ±100 for the full control effect; nearly all actives have a fitted effect of over 55% in size
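Cells are plated, allowed 12 hours at 37 deg C, then treated with compounds for 24 hr before luciferase detection reagent is added and luminescence is read after 12 min at room temperature. The HEK293 line carries constitutively active GLP-1R with a cAMP-responsive reporter.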
* = called active by the depositor; ? = inconclusive; / = not tested or not shown; & = joins results of further samples; [ ] = another dose, or the depositor's remark. Unless noted, calls come from the whole dose curve; as a rule, active = well fitted curve in the direction sought with a large enough effect; inconclusive = small, poorly fitted or top-dose-only effect, or another doubt; inactive = no such curve, though single readings can be large; an effect the other way counts as inactive or inconclusive.

SMILES	DRD3 agonist	GLP1R ag	DRD3 antagonist	HEK293 tox	WRN helicase inh	PI5P4K alpha inh	PLK1 PBD inh	IL2 activator	GLP-1R inv ag
O=C(Nc1cccnc1Oc1ncnc2cc(Cl)ccc12)c1ccc(F)cc1	9	-1%	15	8%	-12%	4	7%	3.7	9%
COc1ccc(N2CC(=O)N(c3ccccc3)C2=S)cc1	2	-27%	4	-5%	-4%	6	-6%	0.2	2%
COc1ccccc1NC(=O)C(C)N1C(=O)C2CCCCC2C1=O (centres undefined)	-3	4%	5	-4%	12%	0	1%	0.1	11%
CC(=O)c1ccc(N2CCN(C(=S)Nc3cccc(Cl)c3)CC2)cc1	10	-32%[inhibitor]	-23	-12%	1%	0	-10%	0.6	3%
CCCCCCN1C[C@@H](O)[C@H](n2cc(C3CC3)nn2)C[C@@H]1c1ccc(OC)cc1	7	4%	-10	2%	4%	-1	-1%	0.3	14%
CC(C)OCCCNc1ccc(N2C(=O)CCCC2=O)cc1[N+](=O)[O-]	-1	-2%	-5	-29%	-11%[57.1 µM]	5	-7%	1.0	-8%
COc1ccc(CCNc2cc(C)[nH]c(=O)c2)cc1OC	-1	23%	1	2%	-5%	2	5%	-2.0	58%[activator]
CC(=O)N1Cc2cc(C(=O)NCC(F)(F)F)nc(-c3cccc(-c4cc5ccccc5o4)c3)c2[C@H]1CCO	-10	2%	1	6%	-3%	7	-9%	-0.4	12%
COc1ccc(N2CCN(C(=O)C3CCCN(S(=O)(=O)c4ccc5c(c4)oc(=O)n5C)C3)CC2)cc1 (centres undefined)	3&3	-3%&-1%	14	-9%&-2%	4%	0	8%	-3.5	3%&10%
Cc1ccc(N(CN2CCCC2=O)C(=O)c2ccc(OC(C)C)cc2)cc1	5	3%	36	-12%	3%	/	-1%	-0.7	0%
Cc1cc(C)c2c(-n3cccc3)c(C(=O)NNS(=O)(=O)c3ccc(Br)cc3)sc2n1	-4	2%	?	-3%	-18%	-1	?	1.2	?
O=Cc1c(C(=O)O)n(CC(=O)O)c2ccccc12	5	8%	-19	17%	-27%	-3	-3%	0.1	3%
CCC(C)[C@H](NC(=O)[C@@H]1Cc2ccccc2CN1C(=O)OC(C)(C)C)C(=O)NCC1CCC(C(=O)O)CC1 (some centres undefined)	0	9%	-14	13%	-2%	-3	-18%	-0.9	37%[activator]
CN1CCN(c2ccc(-c3cccc(NC(=O)COc4ccc(Cl)cc4)c3)nn2)CC1	-8	-16%	?	?	-10%	2	-7%	0.0	?
CN(c1cccc(NS(=O)(=O)c2cccc([N+](=O)[O-])c2)c1)S(C)(=O)=O	4	0%	-8	-10%	-5%	1	-10%	-0.1	10%
CC(=O)c1ccc(OCC(O)CN2CCN(c3ccc(F)cc3)CC2)cc1 (centres undefined)	9	5%	?	5%	-1%[57.1 µM]	-2	4%	0.7	0%
c1ccc2[nH]cnc2c1	21	-6%	-2	-1%	0%	2	-4%	-0.1	-11%
O=C(Cc1ccc(Cl)cc1)Nc1ncccn1	-3	6%	-1	-3%	-5%	0	1%	-2.7	20%
Cc1cc(C(=O)N2CCN(c3ccc([N+](=O)[O-])cc3)CC2)co1	-15	4%	2	?	-10%	1	-13%	-2.7	-10%
COc1cccc(-c2nc(-c3cccs3)no2)c1	1	18%	0	-8%	7%	15	-10%	3.5	-11%
CCc1nc2c(OCc3ccc(C#N)cc3)cccn2c1N(C)C(=O)c1ccco1	3	8%	10	6%	-3%	3	-6%	-0.2	7%
C=CCN(CC=C)C(=O)C(=O)c1cc(C)n(-c2ccc([N+](=O)[O-])cc2)c1C	2	1%	7	-4%	3%	0	2%	4.1	-20%
O=C(CCNS(=O)(=O)c1ccc(Cl)cc1)NCc1ccccn1	9	-10%	-19	14%	0%	/	0%	-0.3	16%
O=C(Nc1ccccc1C(=O)NCCN1CCOCC1)c1ccc(Cl)cc1Cl	-2	12%	6	-8%	8%	-7	-2%	-1.7	-11%
CCOc1ccc(CCNC(=O)C2CC(=O)N(c3ccc4c(c3)OCCO4)C2)cc1OCC (centres undefined)	1	3%	18	-11%	5%	4	2%	-4.0	11%
CC(=O)N/C(N)=N/c1nc2cc([N+](=O)[O-])ccc2o1	-5	14%	-24	0%	3%	5	-15%	-0.4	17%
COc1cc(C(=O)OCCc2c(C)nc3nc[nH]n3c2=O)cc(OC)c1OC	7	4%	9	0%	-6%	-1	-7%	0.9	13%
CCOc1ccccc1CNC(=O)C1CCN(C(=O)c2sccc2-n2cccc2)CC1	-3	0%	10	-17%	3%	0	-5%	1.0	0%
C=CCn1c(SCC(=O)Nc2sccc2C(N)=O)nc2ccc(Cl)cc2c1=O	19	1%	106	-14%	-5%	34	-15%	-0.8	29%
CSc1ccc(C(=O)C2CCCN(C(=O)CCc3cnn(C)c3)C2)cc1 (centres undefined)	2	6%	17	1%	-4%	-2	-3%	-3.6	-35%
CC(C)(C)C(=O)Nc1nnc(SCC(=O)Nc2ccc3c(c2)OCO3)s1	2	1%	10	-1%[1.53 µM]	-32%[57.1 µM]	0	-2%	0.0	6%
CCOC(=O)N1CCN(C(=O)CN(C2CCCCC2)S(C)(=O)=O)CC1	-3	13%	0	1%	-9%	6	1%	1.7	29%
Fc1ccc(/C=N/Nc2nc3ccccc3[nH]2)cc1F	0	-3%	35	-17%	-4%	5	-1%	-0.1	-17%
Cc1ccc(-n2nc3c(=O)n(CCCC(=O)N4CCC(C(N)=O)CC4)nc(C)c3c2C)cc1	0	-1%	3	3%	-7%	6	7%	-0.4	-15%
Cc1cc2c(cc1C)-n1nnnc1C(N(Cc1ccccc1)Cc1ccccc1)C(=O)N2 (centres undefined)	10	/	3	0%	-2%	-3	0%	-0.6	-13%
O=C(Nc1ccc(Cl)c(C(F)(F)F)c1)[C@@H]1CC=C[C@@H]2CCN(C3CC3)C(=O)[C@@H]21	-2	3%	1	1%	-7%	-1	-5%	0.2	?
CSc1ccc(CCNS(=O)(=O)c2csc(C(N)=O)c2)cc1	4	-6%	-3	0%	-5%	-1	-9%	-2.6	15%
COc1ccc(-c2c(C)nn3c(N4CCCCCC4)cc(C)nc23)cc1OC	11	25%	38	-18%	0%	4	6%	-5.2	?
O=C(NCC1CCCCC1)c1ccco1	8	-11%	17	6%	1%	/	0%	22	9%
O=C(c1ccccc1)N(Cc1cccc(Br)c1)C1CCS(=O)(=O)C1 (centres undefined)	3	7%	11	-19%	-4%	1	-1%	-0.4	10%
CCCNC(=O)c1cccc(COCC(F)(F)C(F)F)c1	-1	4%	-12	11%	-7%	/	-11%	3.1	0%
CC(C)NC(=O)N(C)C[C@H]1Oc2ccc(NC(=O)Cn3cnnn3)cc2C(=O)N([C@H](C)CO)C[C@@H]1C	-10	-4%	-5	14%	-5%	0	-4%	-0.4	8%
COC(=O)c1cc(OC)c(OC)cc1NC(=O)CN1C(=O)c2ccccc2C1=O	11	-2%	13	0%	7%	/	-3%	-1.5	22%
C/C(CC(=O)Nc1cccc2c1CCCC2)=N\NC(=O)c1ccccc1N	2	-8%	-23	-8%	-2%	/	-6%	0.4	0%
COc1cccc(CN2CC(C(=O)N3CCN(C(C)C)CC3)CCC2=O)c1 (centres undefined)	1	-2%	-7	-1%	-3%	1	1%	-0.6	12%
COc1ccc(N2C(=O)CC(N(CCc3ccccc3)C(=O)/C=C/C(=O)O)C2=O)cc1 (centres undefined)	-3	-2%	-18	2%	9%	1	-7%	-0.1	15%
O=C(CN1CCN(CC(=O)Nc2ccccc2F)CC1)Nc1ccc2c(c1)OCCO2	1	8%	1	-3%	2%	4	-13%	1.0	-20%
Cc1cc(N/N=C/c2ccccc2F)c2ccccc2n1	14	17%	14	2%	4%	-2	-2%	-0.1	?
CC(C)C(=O)NNc1ccccc1	3	0%	?	3%	-14%	2	0%	-3.7	0%
COc1ccc(/C=N/Nc2cc(C)nc3ccccc23)cc1	-7	-4%	-18	36%[activator]	?	-4	-4%	-3.7	?
O=[N+]([O-])c1ccc(CNc2ccc(F)cc2)s1	2	5%	-2	-9%	-33%	-3	-14%	-0.1	10%
O=C(Nc1nc(-c2ccccn2)cs1)c1ncc(Cl)c(Cl)c1Cl	-1	-3%	-1	-21%	-15%	-25	-9%	-0.1	?
CC[C@@H](C)[C@H](N)C(=O)NC[C@H]1O[C@@H](n2cnc3c(N)ncnc32)[C@H](O)[C@@H]1O	-2	3%	5	2%	-7%	4	-6%	0.5	6%
Cc1ccc(Cn2nc3c(cc2=O)CCc2ccccc2-3)cc1	0	?	23	6%	-6%	15	2%	0.3	-27%
Cc1cc(C)c(C)c(S(=O)(=O)N2CCC(C(=O)NCC(c3ccccc3)N(C)C)CC2)c1C (centres undefined)	-7	21%	-8	-5%	-12%	9	-9%	0.1	?
COc1cc(OC)cc(C(=O)N[C@H](C(=O)OCC(=O)Nc2ccc(OC)c(OC)c2)C(C)C)c1	1	-3%	4	-2%	-4%	4	0%	0.1	27%
